# Mtb RmlCD inh – inhibitors of Mycobacterium tuberculosis RmlC and RmlD coupled enzymes; RmlC+RmlD coupled enzyme assay, percent inhibition; primary screen in compound mixtures; inhibition, % at 3.6 µM; 160,000 compounds, 0.03% hits; AID 1533; in the data active = inhibition mostly above about 34%, no sharp cut-off; note: some results filed as inactive read as strong as hits
# Target sequence (P9WH09 whole entry, looked up): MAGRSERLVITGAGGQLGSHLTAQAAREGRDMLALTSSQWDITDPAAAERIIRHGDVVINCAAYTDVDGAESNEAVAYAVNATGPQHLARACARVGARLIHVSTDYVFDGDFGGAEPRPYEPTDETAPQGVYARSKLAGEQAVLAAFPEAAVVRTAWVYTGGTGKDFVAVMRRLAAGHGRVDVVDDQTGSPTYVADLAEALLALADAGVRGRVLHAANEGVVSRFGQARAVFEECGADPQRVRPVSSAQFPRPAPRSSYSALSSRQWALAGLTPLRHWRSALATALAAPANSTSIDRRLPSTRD
# Target sequence (P9WH11 whole entry, looked up): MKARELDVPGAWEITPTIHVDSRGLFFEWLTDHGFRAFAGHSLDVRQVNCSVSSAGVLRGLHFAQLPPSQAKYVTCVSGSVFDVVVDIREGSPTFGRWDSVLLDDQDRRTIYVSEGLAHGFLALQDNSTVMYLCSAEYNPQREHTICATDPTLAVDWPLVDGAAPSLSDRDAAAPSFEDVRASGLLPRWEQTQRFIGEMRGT
# GlmU inhibition – inhibition of mycobacterial GlmU enzyme – biochemical, glucosamine-1-phosphate acetyltransferase (AID 1376). M. tuberculosis GlmU acetyltransferase enzyme assay; higher % means a stronger effect. inhibition, %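 (tested at 30 µM in the primary screen)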, or IC50 in µM where a hit was titrated. 220,000 compounds, 0.25% hits; in the data active = inhibition above about 13%;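 note: 0% = complete reaction with vehicle and 100% = reaction without substrate; strong numbers were not always called active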
# * hit, by the source's call; x = no result given; & = joins results of further samples. These rows are one share of the data. The share of hits here may be higher or lower than overall.
SMILES,Mtb RmlCD inh,GlmU inhibition
C=CCn1c(CCCNC(=O)C(C)(C)C)nc2ccccc21,-9,-3.1%
O=C(c1ccccc1)N1CCN(Cc2c[nH]c3ccccc23)CC1,x,-4.6%
COc1ccc(S(=O)(=O)Cc2ccc(C(=O)NC3CCCC3)o2)cc1,-7,-3.1%
COc1ccc(C(=O)C2CCCN(S(=O)(=O)C(C)C)C2)c(C)c1 (stereo unspecified),-10,-0.9%
Cc1ccc(C(=O)NC2CCc3ccccc3C2=O)cc1 (stereo unspecified),-14,-1.4%
O=c1[nH]c(N2CCc3ccccc3C2)nc2c1CCC2,7,-1.8%
CCOc1ncccc1C(=O)N1CCN(C(c2ccccc2)c2ccccc2)CC1,-8,7.0%
O=C(O)/C=C1\NC(=O)c2ccccc21,x,-2.2%
S=C(Nc1ccccc1)N1CCN(C/C=C/c2ccccc2)CC1,6,-1.6%
O=C(NC1CCC(O)CC1)c1ccc(S(=O)(=O)NCc2ccco2)cc1 (stereo unspecified),-8,2.9%
O=C1CSC(c2cccc([N+](=O)[O-])c2)N1c1ccc(O)cc1 (stereo unspecified),25,-3.2%
O=C(CCn1cnc(-c2ccccc2)c1-c1ccccc1)N/N=C/c1ccccc1O,6,-3.4%
O=C(CN1C(=O)C2(OCCCO2)c2ccccc21)NCc1ccccc1,-12,3.9%
Cc1cc(F)c(F)c(C(=O)N2CCOCC2)c1,x,1.9%
Cc1cc(C)cc(NC(=S)NC2CC3CCCC(C2)N3Cc2cccs2)c1 (stereo unspecified),x,-1.3%
O=C(CN(C1CCCCC1)C1CCCCC1)N1CCc2ccccc2C1,x,0.7%
COc1cc(C2C(C#N)=C(N)Oc3cc(N)ccc32)cc(OC)c1OC (stereo unspecified),x,0.8%
COc1cccc(N=Nc2c(=O)[nH]n3c(=O)c4c([nH]c23)CCC4)c1,-16,5.2%
CCOc1nc(-c2ccccc2)ccc1-c1noc(-c2ccncc2)n1,12,-0.7%
CCS(=O)(=O)c1nc(S(=O)(=O)c2ccc(Cl)cc2)c(N2CCc3ccccc3C2)s1,x,2.2%
Cc1ccc(NC(=S)N(Cc2ccccc2)C(C)C)cc1,14,-3.6%
Cc1cc(/C=C2/NC(=O)N(c3ccccc3)C2=O)c(C)n1C(C)C,0,9.7%
CC(C)(O)C#Cc1ncc(C(F)(F)F)cc1Cl,8,0.1%
COc1ccc(CCNC(=O)CSCc2n[nH]c(=O)[nH]2)cc1OC,x,0.2%
CCOC(=O)CCCNC(=O)COC(=O)c1ccc(O)cc1,-6,-4.1%
O=C(Nc1ccc(F)cc1)c1sc(Cl)nc1-c1ccccc1,-10,3.7%
COc1cc(C(=O)NCC(=O)N/N=C/c2cccc(OC(=O)c3ccco3)c2)cc(OC)c1OC,6,-2.9%
COc1ccc(/C=C/C(=O)NC2CCCCCCC2)cc1S(=O)(=O)N1CCOCC1,8,0.9%
Cc1cccnc1NC(=S)Nc1ccc(F)cc1F,x,-6.8%
Cc1cc(C)nc(NC2=NCC(=O)N2c2cccc(Cl)c2)n1,x,0.4%
Cc1c(NC(=O)C(C)Sc2n[nH]c(N)n2)c(=O)n(-c2ccccc2)n1C (stereo unspecified),-10,-5.5%
COc1ccc(N(C)C(=O)c2cc3c(Cl)nc4ccccc4c3s2)cc1,5,-4.8%
Cc1ccc(-c2ccc(/C=N\NC(=O)c3cc4c(ccc5ccccc54)o3)o2)cc1[N+](=O)[O-],0,x
C/C(=N\NC(=S)NCc1ccccc1)c1ccco1,x,-2.4%
O=C(c1cccs1)N1CCN(Cc2ccccc2)CC1,x,0.1%
O=C(CC1SCCNC1=O)Nc1cccc(Cl)c1 (stereo unspecified),-12,3.0%
Cc1ccc2cc(C#N)c(N3CCN(C)CC3)nc2c1,x,-3.5%
Cc1ccnc(NC2OC(=O)c3ccccc32)c1 (stereo unspecified),x,-0.1%
CCOc1cc(C2C3=C(CCCC3=O)Nc3ccc4ncccc4c32)ccc1O (stereo unspecified),-7,-2.0%
CC(=O)c1c(C)nn(-c2ccccc2)c1C,8,87%
Nc1nc(-c2cccnc2)nn1C(=O)c1ccc(F)cc1,x,-6.0%
Cn1ccnc1C1CCCCN1C(=O)c1cc(COc2ccc(F)cc2Cl)on1 (stereo unspecified),-11,0.2%
Cc1ccc(N2C(=O)NC(=O)/C(=C/c3ccoc3)C2=O)cc1,-5,67µM*
Cc1ccc(CCNC(=O)C2CCCN(S(=O)(=O)c3c(C)nn(C)c3C)C2)cc1 (stereo unspecified),x,8.2%
CN=C1C([N+](=O)[O-])=CC=C2C1=NC1(CCCCC1)N2O,x,-1.8%
O=S(=O)(c1ccccc1)c1nc(-c2ccccc2)oc1N1CCOCC1,-11,3.7%
N#C/C(=C\c1c[nH]c2ccccc12)c1nnc2n1CCCCC2,9,2.1%
COc1cccc(NC(=S)Nc2ccc(Br)cc2Cl)c1,3,-4.4%
CN1CCN(C(=O)/C=C/c2ccc([N+](=O)[O-])o2)CC1,6,1.9%
O=C1CNC(=S)N1CCc1ccccc1Cl,-1,-5.1%
Cc1ccc(-c2csc(NC(=O)c3ccc4c(=O)n5c(nc4c3)CCCCC5)n2)cc1,4,-2.0%
CCC(C)NCC(O)COCc1ccc(Cl)cc1 (stereo unspecified),0,-4.2%
CC1CCN(C(=O)Cn2cc(C(=O)c3ccco3)c3ccccc32)CC1,-1,-4.3%
O=C(CNc1cccc2ccccc12)N/N=C/c1ccc([N+](=O)[O-])cc1,-1,-0.3%
O=C(COc1ccc(Cl)cc1)NCCc1ccccn1,-9,3.1%
COCCCNC(=O)CCc1ccccc1,17,-1.6%
Cc1cccc(C(=O)OCC(=O)Nc2nccs2)c1,-3,-3.2%
CCOc1ccc(/C(C)=N/NC(=O)C(OC)c2ccccc2)cc1 (stereo unspecified),x,-2.7%
O=C(O)CC1S/C(=N/N=C/C=C/c2ccccc2)NC1=O (stereo unspecified),-9&-6,3.5%&-0.5%
O=C1CC(N2CCN(Cc3ccc4c(c3)OCO4)CC2)C(=O)N1c1cccc2ccccc12 (stereo unspecified),-12,3.9%

# Carrying on:
SMILES,Mtb RmlCD inh,GlmU inhibition
CCOc1ccccc1N(CC(=O)OC)S(=O)(=O)c1ccccc1,36,-0.8%
COc1ccccc1NC(=O)c1ccc(Cl)c(S(=O)(=O)N2CCOCC2)c1,13,-5.4%
O=C(NC1CCCCC1)c1cc2nc3c(c(C(F)(F)F)n2n1)CCCC3,7,-1.4%
Cc1cccc(C)c1NC(=O)CS(=O)CC(=O)Nc1ccc(F)cc1F (stereo unspecified),x,2.3%
COc1ccc(OC)c(CCNC(=O)CC2Oc3ccc(C)cc3NC2=O)c1 (stereo unspecified),x,8.8%
Cc1cn(Cc2ccccc2Cn2cc(C)c(=O)[nH]c2=O)c(=O)[nH]c1=O,-11,1.5%
CC(/C=C1\NC(=S)NC1=O)=C\c1ccccc1,2,6.0%
Cc1ccc(C)c(NC(=O)CN(C)C(=O)CCN2C(=O)c3ccccc3C2=O)c1,-1,-1.0%
CCCC1C2C(=O)N(c3ccccc3OCC)C(=O)C2ON1c1ccccc1 (stereo unspecified),x,-3.4%
COc1ccc(NC(=O)Cn2c(C)cc(=O)c3cccc(OC)c32)cc1,x,-1.6%
Cc1noc(C)c1COC(=O)Cc1ccc(Br)cc1,5,2.9%
O=S(=O)(NCc1ccccn1)c1cc(C(F)(F)F)ccc1Cl,-1,-2.9%
COc1ccc(NC(=O)N2CCC3(CC2)OCCO3)cc1OC,-9,2.8%
COc1cccc(C(=O)NNC(=O)Cc2csc(N)n2)c1,x,-4.0%
O=C(NCc1ccccn1)c1n[nH]c2ccccc12,-7,0.3%
Cc1ccc(C)c(N(CC(=O)NC2CCCC2)C(=O)c2oc(C(C)(C)C)cc2C)c1,4,-1.6%
COc1ccc(C(=O)Cn2nnc(-c3ccccc3NC(=O)C3CCCCC3)n2)cc1,28,0.0%
O=C(O)CC(C(=O)O)n1nc(-c2ccccc2)cc1-c1ccccc1 (stereo unspecified),-12,2.9%
O=C(CCNC(=O)c1ccccc1)N/N=C/c1ccc([N+](=O)[O-])cc1,-2,-1.1%
CCOC(=O)C1CCN(C(=O)CSCc2nc(-c3ccc(OCC)cc3)oc2C)CC1,10,0.0%
Cc1nn(-c2ccccc2)c(Cl)c1/C=C1/C(=N)N2N=C(C(C)C)SC2=NC1=O,-6,2.3%
CN1CCCC(OC(=O)c2cc(Br)ccc2Cl)C1 (stereo unspecified),x,-1.8%
COc1cccc(NC(=O)c2ccco2)c1,-1,2.6%
O=C(COC(=O)c1ccc(Oc2ccccc2)cc1)Nc1nnc(-c2ccccc2)o1,36,9.8%
COCCNC(=O)C(OC(=O)c1cccs1)c1ccc(F)cc1 (stereo unspecified),x,0.7%
COc1ccc(CCNC(=O)COC(=O)/C=C/c2cccs2)cc1OC,x,-2.9%
Cc1ccccc1NC(=O)NC1(C(=O)N2CCCC2)CCCCC1,11,-4.0%
Cn1cc(C(=O)N/N=C/c2ccc([N+](=O)[O-])cc2)c2ccccc21,-8,1.0%
CC(=O)[C@@]1(O)CC[C@H]2[C@@H]3C[C@H](C)C4=CC(=O)CC[C@]4(C)[C@H]3CC[C@@]21C,x,1.1%
CCOC(=O)N1CCN(C(=O)C2CCCN(S(=O)(=O)c3cc(C)ccc3OC)C2)CC1 (stereo unspecified),7,-7.3%
CCOC(=O)CSc1cc(-c2ccccc2)nc2ncnn12,31,2.3%
CC1CCCCN1CCNC(=O)c1cc2c(-c3ccccc3F)nn(C)c2s1 (stereo unspecified),x,-5.0%
O=C(Nc1ccccc1N1CCCCC1)c1ccc(N2C(=O)c3ccccc3C2=O)cc1,4,-0.1%
O=C(Nc1cc2c3c(c1)C1CCCC1CN3CC1CCCC21)c1ccccc1 (stereo unspecified),3,-1.5%
CCc1cccc(C)c1NC(=O)CSc1ncn[nH]1,x,1.8%
O=C(Cn1nnc(-c2ccc(F)cc2)n1)OCC(=O)c1ccccc1,-8,3.6%
CCOCCCNc1nc2c([nH]1)c(=O)n(C)c(=O)n2C,12,0.3%
CCCC(=O)Nc1cccc(NC(=O)c2ccc3c(c2)OCO3)c1,x,-2.8%
CC1CCCN(CCCOc2ccc(Br)cc2Cl)C1 (stereo unspecified),x,3.6%
O=C(N1CCCCCC1)n1c(Cc2ccccc2)nc2ccccc21,x,-3.2%
Cn1cnnc1SC1c2cccc3cccc(c23)C1NS(=O)(=O)c1ccc(Cl)cc1 (stereo unspecified),-2,0.6%
CCN(c1ccccc1)S(=O)(=O)c1cc(NC(=O)CSc2n[nH]c(=O)[nH]c2=O)ccc1Cl,-12,6.0%
Cc1ccc(CN2CCSc3sccc3C2=O)cc1,-17,1.5%
CN(C)/C=C1\Oc2ccc3ccccc3c2C1=O,-6,-2.1%
O=C(NC(Cc1ccccc1)C(=O)O)/C(=C/c1ccc(F)cc1)NC(=O)c1ccccc1 (stereo unspecified),24,1.1%

# Profiles as entered above. Values in the order: Mtb RmlCD inh	GlmU inhibition
# COc1ccc(C(=O)C2CCCN(S(=O)(=O)C(C)C)C2)c(C)c1 (stereo unspecified) across the screens: -10	-0.9%
# O=C(COc1ccc(Cl)cc1)NCCc1ccccn1 across the screens: -9	3.1%
# CC1CCCCN1CCNC(=O)c1cc2c(-c3ccccc3F)nn(C)c2s1 (stereo unspecified) across the screens: x	-5.0%

# Next structures
SMILES,Mtb RmlCD inh,GlmU inhibition
Cc1ccc(NC(=O)c2cc(N3C(=O)C=CC3=O)ccc2Cl)cc1C,-14,9.2%
CCC12CC3CC(C1)CC(C(=O)Nc1nn[nH]n1)(C3)C2,-10,3.9%
C/C(=N/NC(=O)c1ccco1)c1ccc(NC(=O)c2ccc(F)cc2)cc1,x,-4.8%
CCOC(=O)C1CCN(S(=O)(=O)c2ccc(OCC)cc2)CC1,-4,-2.9%
COc1ccc(NC(=O)c2nc[nH]c2C(=O)N(C)Cc2ccccc2)cc1,-11,4.2%
COc1ccc(C2NC(C(=O)O)Cc3c2[nH]c2ccccc32)cc1CN1CCN(c2ccc(F)cc2)CC1 (stereo unspecified),x,-5.1%
Cc1nn2c(COc3ccc(NC(=O)c4ccccc4)cc3)nnc2c2ccccc12,1,8.3%
CCCNC(=O)C/C(C)=N/NC(=O)C(=O)Nc1ccccn1,x,4.6%
COc1ccccc1NC(=O)COC(=O)c1ccc([N+](=O)[O-])s1,1,-5.9%

# Of the compounds above, these contain fluorine:
SMILES,Mtb RmlCD inh,GlmU inhibition
Cc1cc(F)c(F)c(C(=O)N2CCOCC2)c1,x,1.9%
CC(C)(O)C#Cc1ncc(C(F)(F)F)cc1Cl,8,0.1%
O=C(Nc1ccc(F)cc1)c1sc(Cl)nc1-c1ccccc1,-10,3.7%
Cc1cccnc1NC(=S)Nc1ccc(F)cc1F,x,-6.8%
Nc1nc(-c2cccnc2)nn1C(=O)c1ccc(F)cc1,x,-6.0%
Cn1ccnc1C1CCCCN1C(=O)c1cc(COc2ccc(F)cc2Cl)on1 (stereo unspecified),-11,0.2%
O=C(NC1CCCCC1)c1cc2nc3c(c(C(F)(F)F)n2n1)CCCC3,7,-1.4%
Cc1cccc(C)c1NC(=O)CS(=O)CC(=O)Nc1ccc(F)cc1F (stereo unspecified),x,2.3%
O=S(=O)(NCc1ccccn1)c1cc(C(F)(F)F)ccc1Cl,-1,-2.9%
COCCNC(=O)C(OC(=O)c1cccs1)c1ccc(F)cc1 (stereo unspecified),x,0.7%
CC1CCCCN1CCNC(=O)c1cc2c(-c3ccccc3F)nn(C)c2s1 (stereo unspecified),x,-5.0%
O=C(Cn1nnc(-c2ccc(F)cc2)n1)OCC(=O)c1ccccc1,-8,3.6%
O=C(NC(Cc1ccccc1)C(=O)O)/C(=C/c1ccc(F)cc1)NC(=O)c1ccccc1 (stereo unspecified),24,1.1%
C/C(=N/NC(=O)c1ccco1)c1ccc(NC(=O)c2ccc(F)cc2)cc1,x,-4.8%
COc1ccc(C2NC(C(=O)O)Cc3c2[nH]c2ccccc32)cc1CN1CCN(c2ccc(F)cc2)CC1 (stereo unspecified),x,-5.1%

# Bioassay records from PubChem BioAssay.
